# Bioassay records (PubChem BioAssay)
# ALOX12 inh: blocks human arachidonate 12S-lipoxygenase. 580,000 tested, 1.1% active. purified 12hLO, xylenol orange hydroperoxide absorbance. P18054. AID 1671190. Potency, µM (top dose mostly 108 µM), without a hit: top-dose activity change, negative = inhibition, most hits filed as inhibitors; active = well fitted inhibition curve with a large enough effect; inconclusive = small, poorly fitted or top-dose-only effect, or another doubt; inactive = no such curve, though single readings can be large or run the other way
# Target sequence (P18054 whole entry, looked up): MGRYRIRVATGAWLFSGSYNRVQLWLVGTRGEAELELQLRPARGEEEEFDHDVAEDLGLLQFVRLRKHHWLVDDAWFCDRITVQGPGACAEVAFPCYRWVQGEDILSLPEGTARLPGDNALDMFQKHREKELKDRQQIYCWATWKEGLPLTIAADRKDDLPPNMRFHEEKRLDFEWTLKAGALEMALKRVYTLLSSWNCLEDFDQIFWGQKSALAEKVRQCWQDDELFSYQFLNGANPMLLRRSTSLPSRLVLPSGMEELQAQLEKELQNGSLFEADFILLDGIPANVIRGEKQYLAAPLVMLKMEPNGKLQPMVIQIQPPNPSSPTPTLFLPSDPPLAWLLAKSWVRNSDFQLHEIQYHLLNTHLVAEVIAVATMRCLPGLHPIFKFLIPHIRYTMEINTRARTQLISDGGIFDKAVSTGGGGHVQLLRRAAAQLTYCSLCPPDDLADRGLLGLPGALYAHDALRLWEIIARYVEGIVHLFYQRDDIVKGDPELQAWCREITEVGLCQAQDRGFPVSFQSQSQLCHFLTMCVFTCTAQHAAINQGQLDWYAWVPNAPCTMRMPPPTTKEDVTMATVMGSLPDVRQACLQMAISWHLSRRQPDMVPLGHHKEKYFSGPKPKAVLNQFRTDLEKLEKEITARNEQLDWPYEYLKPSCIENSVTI
#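 Purified human 12hLO (150 nM final) in 25 mM Hepes, 0.01% Triton X-100, pH 7.0 was preincubated 15 min at room temperature with compound. Then 40 uM arachidonic acid was added, 30 min. Hydroperoxide was read by Fe-XO absorbance ratio 573/405 nm.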
# Numbers without * were called inactive; ? = inconclusive; [ ] = dose if it differs, or a comment. % is set by controls: 0 for no effect and ±100 for the full control effect; potency is the fitted concentration of half-maximal effect. Not all compounds are listed, so the mix of outcomes need not match the whole.
ALOX12 inh | SMILES
? | COc1ccc(OCCN2CCN(C3CCS(=O)(=O)C3)CC2)cc1 (stereo not given)
-20.7%[176 µM] | CC1(c2ccccc2)N(Cc2cccnc2)C(=O)OC12CCN(C(=O)C1CCC1)CC2 (stereo not given)
54.2%[activator] | O=C1CN(Cc2ccc(-c3ccccc3)cc2)CCN1c1cc(Cl)ncn1
0.2%[6.33 µM] | CN1CCC(C(=O)N2Cc3ccccc3CC3(CCCN(Cc4ccccc4)C3)C2)CC1 (stereo not given)
10.4% | Cc1cccc(NC(=O)CSc2nncn2CCc2cccs2)c1C
8.7% | Cc1ccc(C)c(C(O)c2ncc(-c3cccc(C(F)(F)F)c3)[nH]2)c1 (stereo not given)
9.8% | O=C(NCc1ccc(F)cc1F)c1cc2n(n1)CC(c1ccc3c(c1)OCO3)OC2 (stereo not given)
22.6% | COc1ccc(CN2C(=O)O[C@@H]3CN(c4ccnc(SC)n4)C[C@@H]32)cc1OC
-6.5% | CC1CCC2(CC1)NC(=O)N(CC(=O)N(C)C1CCCCC1)C2=O (stereo not given)
11.9% | O=S1(=O)CCSC[C@@H](CN2CCN(c3ccccc3)CC2)N1
16.7% | C[C@]1(CO)C2CC[C@@H](O)[C@@H](CC(=O)N3CC[C@@H](O)C3)[C@]2(C)CC[C@H]1OC(=O)Nc1ccc(Cl)c(Cl)c1 (stereo not given in full)
15.8%[176 µM] | CS(=O)(=O)c1ccc(-c2cnc([C@@H]3COCCN3Cc3ccncc3)[nH]2)cc1
2.5% | Cn1c(SCc2cc(Cl)c3c(c2)OCCCO3)nnc1-c1ccncc1
0.8% | CS(=O)(=O)N1CCOc2ccc(CCC(=O)NCCc3ccccc3)cc2C1
47.0%[activator] | COc1ccc(CN2CCC[C@H]2c2nc(-c3ccc(-n4ccnc4)nc3)no2)c(OC)c1OC
? | O=C(NC1CCCCC1)N[C@H]1[C@H](O)[C@@H](N2CCN(c3ccccc3)CC2)[C@@H]2OC[C@H]1O2
? | COc1cccc(NC(=O)N(C)C[C@@H]2Oc3ncc(Br)cc3C(=O)N([C@@H](C)CO)C[C@H]2C)c1
33.4%[activator][176 µM] | N#Cc1ccc2nc([C@H]3CCN(Cc4ccccc4)C3)[nH]c2c1
? | COc1ccc(S(=O)(=O)N2CCC[C@H]2C(=O)N2CCC[C@H]2C(=O)N[C@H](C)c2ccccc2)cc1C
-0.6% | CCC1CCCCN1C(=O)CSc1nc2cc(S(=O)(=O)Nc3ccc(OC)cc3)ccc2o1 (stereo not given)
-25.4% | CCc1sc(NC(=O)Cn2nc3c(cc2=O)CCCC3)nc1C(=O)OC
-3.4% | O=C(N[C@H](C(=O)N1CCC[C@H]1C(=O)NCCc1ccccc1Cl)C1CCCCC1)C1CC1
11.8% | O=C(COc1ccc(Br)cc1F)OCC(=O)N1CCNC1=O
-28.6% | CCc1ccc(C(=O)C2CC(=O)Nc3c2c(C)nn3-c2ccc(F)cc2F)s1 (stereo not given)
-8.2% | O=C(CCCc1cccs1)N(Cc1ccc(F)cc1)C1CC1
28.1% | O=C(CC1CCOC2(CCN(Cc3cccs3)CC2)C1)N1CCOCC1 (stereo not given)
-19.6% | CCOCCOC(=O)COc1ccc2c(=O)c(Oc3ccc(OC)cc3)c(C(F)(F)F)oc2c1
36.2% | Cc1ccc(-c2ccc3nnc(CNC(=O)c4cccc(C(F)(F)F)c4)n3n2)cc1
44.1%[activator] | O=C(NC1CCCCCCC1)C1CCCN(C2CCN(Cc3ccncc3)CC2)C1 (stereo not given)
4.4% | Cc1cc2c(cc1S(=O)(=O)N1CCC(C(=O)N3CCCCC3)CC1)OC(C)C(=O)N2 (stereo not given)
8.9% | CNC(=O)c1ccc(-c2nc(CN3CCN(C(=O)Nc4ccc(C)c(C)c4)CC3)c(C)o2)cc1
64.9%[activator] | NCCCC(=O)N1CCCC(N2CCN(c3cccc(C(F)(F)F)c3)CC2)C1 (stereo not given)
39.4% | CCc1cccc(OCC(=O)c2ccc3c(c2)N(CC(=O)NCCCOC)C(=O)CO3)c1
-1.3% | CSc1ccc(-c2ccc3c(c2)C(=O)N2CC[C@H](NC(=O)C4CCNCC4)C[C@H]2C(=O)N3)cc1
-42.7% | CCCc1nc2ccc(NC(=O)c3ccccc3OC)cn2n1
-1.3% | COc1cc(NC(=O)CCn2ccn3nc4c(c3c2=O)CCCC4)cc(OC)c1
1.0% | CCOc1cc(=O)n2c(c1C(=O)Nc1cc(OC)c(OC)c(OC)c1)CCCC2
-27.0% | Cc1ccc([C@H]2C[C@H](O)[C@@H](n3cc(C4CC4)nn3)CN2C(=O)c2cccs2)cc1
5.1%[176 µM] | CCN(CC)C(=O)[C@@H](C)C1CC[C@@]2(C)CC[C@H](NC(=O)c3ccncc3)[C@@H](C)[C@@H]2[C@H]1O (stereo not given in full)
? | O=C1CSc2ccc(C(=O)N3CCCCC3)cc2N1
15.6% | CCOCCCNC(=O)c1cc2c(=O)[nH]c(-c3ccccc3)cn2n1
1.2%[176 µM] | O=c1n(-c2ccncc2)nc2n1CCN(CC1CC1)C2
3.55µM* | COc1ccc(-c2noc([C@@H]3Cc4nc[nH]c4CN3C(=O)NC3CCCCC3)n2)cc1
? | O=C(c1ccc(-n2cncn2)cc1)N1CCCC1c1nc2ccccc2[nH]1 (stereo not given)
13.6% | CCOCCCNC(=O)CSCCCC(=O)Nc1c(C)cc(C)cc1C
? | O=c1cc(CN2CCCn3nc(CO)cc3C2)nc2sc(C3CC3)nn12
-24.4% | O=C(COC(=O)c1cc(=O)c2ccccc2o1)Nc1cccc(Br)c1
-0.1% | O=C(O)CNC(=O)CC(F)(F)F
4.9%[176 µM] | CC1=C[C@@H](CNC(=O)CCC(=O)O)[C@H](C(C)C)C[C@H]1Cc1nc2ccccc2n1C
-0.8% | COC(=O)C1=C(C)N(C)C(C)=C(C(=O)OC)C1c1cccs1
3.5% | COc1ccc(N(CC(=O)N2CCN(c3ccccc3)CC2)S(=O)(=O)c2ccccc2)cc1
? | CC1(C)CC(NC(=S)Nc2ccc(F)cc2)CC(C)(C)N1
? | C[C@H]1CN([C@@H](C)CO)C(=O)c2cc(Br)cnc2O[C@@H]1CN(C)S(=O)(=O)c1ccccc1
5.3% | O=C(NCc1ccc(F)cc1)C(=O)NCC1OCCN1S(=O)(=O)c1cc(F)ccc1F (stereo not given)
44.2%[activator] | COc1ccc(C2(C(=O)N3CCCCCCNC(=O)CC3)CC2)cc1
? | O=C(/C=C/c1cc(Cl)cc(Cl)c1O)c1ccccc1
26.2% | O=C(NCc1noc(Cc2cccs2)n1)[C@H]1CCC[C@@H](O)C1
22.2% | CC(C(=O)N(C)c1ccccc1)S(=O)(=O)Cc1ccccc1F (stereo not given)
3.6% | O=S(=O)(c1ccccc1)n1nc(NCc2ccccc2)nc1NCc1ccccc1
24.2% | O=C(CC1=CCCCC1)N[C@@H]1CN(c2ncccn2)C[C@H]1CO

# Exported bar-delimited: entries from further up.
SMILES | ALOX12 inh
O=c1cc(CN2CCCn3nc(CO)cc3C2)nc2sc(C3CC3)nn12 | ?
CC1=C[C@@H](CNC(=O)CCC(=O)O)[C@H](C(C)C)C[C@H]1Cc1nc2ccccc2n1C | 4.9%[176 µM]
C[C@H]1CN([C@@H](C)CO)C(=O)c2cc(Br)cnc2O[C@@H]1CN(C)S(=O)(=O)c1ccccc1 | ?

# Additional records follow.
ALOX12 inh | SMILES
? | CSCCC(C(=O)Nc1c(C)cccc1C)N1CCN(c2ccc(F)cc2)CC1 (stereo not given)
5.2% | COc1cc(OC)c(OC)cc1/C=C(/C#N)C(=O)c1c(Cl)cccc1Cl
-20.5%[22.9 µM] | CO[C@]1(NC(=O)CSC(F)F)C(=O)N2C(C(=O)O)=C(CSc3nnnn3CCO)CO[C@H]21
-14.1% | Cc1ccc2c(COC(=O)c3cc(S(=O)(=O)N(C)C)ccc3NCCO)cc(=O)oc2c1
9.4% | O=C1CC(c2ccccc2)N(C(=O)CNC(=O)Nc2ccccc2)CCCCCN1 (stereo not given)
-18.0%[176 µM] | O[C@@H]1C[C@@H](c2nc(-c3ccc4c(c3)OCO4)no2)N(Cc2ccccc2)C1
-2.9% | CCNc1c(NS(=O)(=O)c2cc(C)cc(C)c2)c(=O)oc2ccccc12
-1.1% | CC1(C(=O)NCc2ccccc2)Cc2c(-c3ccccc3)ccnc2O1 (stereo not given)
-1.0% | COC(=O)C1=CN(CC(=O)NCc2cccc(OC)c2)S(=O)(=O)N=C1C
-8.7% | O=C(c1ccc2c(c1)OCO2)N1CCC2(CCCN(CCCc3ccccc3)C2)C1 (stereo not given)
? | COc1ccc(C2CC(=O)Nc3nc(N)sc32)cc1OC1CCCC1 (stereo not given)
-13.3% | CCC(=O)Nc1cc(NC(=O)CC)cc(-c2nc3ccccc3o2)c1
21.6% | c1csc(-c2ccnc3nc(C4CCC4)nn23)c1
? | O=C(CCc1ccccc1)N1CCC2(CC1)NC(=O)N(c1cccc(F)c1)N2
? | Cc1ccc(C(=O)N2CCc3sc(C(=O)NCCN4CCCCCC4)cc3C2)cc1
12.9% | CC(=O)c1cccc(NC(=O)Cn2ccn3nc(-c4ccc(F)cc4)c(CO)c3c2=O)c1
34.0%[activator] | Cc1ccc2oc(=O)cc(CN3CCC4(CC3)OCCO4)c2c1
? | COC(=O)c1ccc(CNC(=O)c2ccccc2C(F)(F)F)cc1
-4.4% | CCCCNC(=O)C[C@@H]1C[C@@]2(C(=O)OCC)CCCC=C2N(Cc2ccco2)C1=O
31.8% | Cc1cccc2c(=O)c(-c3ccc4c(c3)OCO4)c(NC(=O)C(C)C)oc12

# Given with tabs: entries from further up
molecule	ALOX12 inh
COc1ccc(C2(C(=O)N3CCCCCCNC(=O)CC3)CC2)cc1	44.2%[activator]
O=C(/C=C/c1cc(Cl)cc(Cl)c1O)c1ccccc1	?
O=C(NCc1noc(Cc2cccs2)n1)[C@H]1CCC[C@@H](O)C1	26.2%
CC(C(=O)N(C)c1ccccc1)S(=O)(=O)Cc1ccccc1F (stereo not given)	22.2%
O=S(=O)(c1ccccc1)n1nc(NCc2ccccc2)nc1NCc1ccccc1	3.6%
O=C(CC1=CCCCC1)N[C@@H]1CN(c2ncccn2)C[C@H]1CO	24.2%

# (next part)
ALOX12 inh | SMILES
? | COc1ccc(-c2cc(C[C@H]3CNCC[C@H]3CC(=O)O)no2)cc1
5.4% | O=C(NNC(=O)c1ccccc1OCCOc1ccccc1)c1cccc(F)c1
? | CN(Cc1cccnc1)C(=O)[C@H]1C[C@@H](C(=O)O)N(C)[C@H]1c1cccc(Cl)c1
? | COC(=O)[C@@]12C[C@@H](CC(=O)NCc3cccc4ccccc34)C(=O)N(Cc3ccco3)C1=CCC(C)(C)C2
-3.2% | OCCNc1ncnc2c1ncn2[C@H]1CN(C2CCCC2)C[C@@H](CO)O1
18.3% | CC(C)c1nnc2c(=O)n(CC(=O)Nc3ccccc3C(F)(F)F)c3ccccc3n12
? | Cc1c(CC(=O)Nc2ccc(C(C)C)cc2)c(=O)oc2cc(O)ccc12
? | O=Cc1ccc(CN2CCSCC2)o1
7.0% | O=C(Nc1nnc([C@@H]2C[C@H](O)[C@@H](CO)O2)s1)c1cccc(Cl)c1
-4.6% | CC(=O)Nc1cc(-c2ccc(C(=O)N3CCOCC3)cc2)cn2c(-c3ccc(S(C)(=O)=O)cc3)cnc12
-27.0% | CC(N)c1cccc(S(N)(=O)=O)c1 (stereo not given)
11.4% | CCC(=O)N1CCC2(CCC2OC)CC1 (stereo not given)
? | CC(C)(C)CC(=O)N1C[C@@H]2C[C@H]1C(=O)N(CC1CC1)c1ccccc1O2
? | O=C(N[C@@H](Cn1ccc(=O)[nH]c1=O)C(=O)O)C1CCCCC1
22.4% | CCn1ncc(N2CCC(NC(=O)Cc3ccc(F)cc3)CC2)cc1=O
-3.1% | COc1ccc(NC(=O)CC2SCCNC2=O)c(OC)c1 (stereo not given)
8.0% | CC(=O)N1CCCC1c1nc(C2CN(S(=O)(=O)c3cccc(C)c3)C2)no1 (stereo not given)
-2.3% | COc1ccc(CNC(=O)COC(=O)CN2C(=O)C3CCCCC3C2=O)cc1 (stereo not given)
20.0% | CCCOCCNC(=O)c1c(C)noc1-c1ccc(OC)cc1
40.1%[activator] | C=CCNC(=O)CCc1c(C)nn(-c2ccc(F)cc2)c1Oc1ccccc1F
-2.9% | Cc1cccc(C(=O)NC2CCN(c3cc(-c4ccc(Cl)cc4)[nH]n3)C2)c1 (stereo not given)
6.4%[176 µM] | COCc1nc2nc(-c3ccccc3)c(-c3cccc(CO)c3)cc2n1C
9.8% | CC1(C)CC(CN2CCC3(CC2)CC(=O)N(Cc2ccccc2)C3)CCO1 (stereo not given)
-0.2% | Cc1ccc(-c2nc3ccccc3n2CCNC(=O)Nc2cccc(F)c2)cc1
0.3% | Cc1ccc(NC(=O)c2cnc3c(c2)c(=O)[nH]c(=O)n3C2CC2)c2cccnc12
9.1% | COCC(=O)Nc1nc2c(s1)C[C@@H]1[C@](C)(CO)[C@H](O)CC[C@@]1(C)[C@@H]2CC(=O)N1CCOCC1
29.8% | CCn1nc(C)c(-c2cc(C(=O)NCC34CCC=C3N(C)C(=O)CC4)no2)c1C (stereo not given)
? | CN(C)C(CNc1oc(-c2ccc(Cl)cc2)nc1C#N)c1cccs1 (stereo not given)
0.8% | C[C@H](CO)N1C[C@H](C)[C@H](CN(C)C(=O)c2ccccc2)Oc2cc(Br)ccc2S1(=O)=O
-3.2% | COc1ccccc1CN1CC(CNC(=O)c2ccccc2)C2(C1)CN(c1ccccc1)C2 (stereo not given)
34.7%[activator][176 µM] | CN(C)c1ccc(-c2nnc([C@H]3CCN(C4CCC4)C3)o2)cc1
? | O=C(NC1CCCC1)C(C1CC1)n1c(-c2ccnc3ccccc23)nc2ccccc21 (stereo not given)
1.9%[6.33 µM] | Cc1ccc(C)c(S(=O)(=O)c2nnn3c2nc(N2CCCCC2)c2ccccc23)c1
7.5% | NCCn1cc(C(=O)N2CCN(CCCOc3ccc(F)cc3)CC2)nn1
? | c1ccc(NN(Cc2cnccn2)c2ccccc2)cc1
